Assay outcomes: PubChem, several laboratories
sPLA2-III inh: human group III sPLA2 inhibitors, primary screen, biochemical, QFRET, BODIPY PC-A2 liposome substrate. Group 3 secretory phospholipase A2 (Homo sapiens), Q9NZ20. QFRET BODIPY PC-A2 liposome hydrolysis, fluorescence. inhibition, % at 12.2 µM. 370,000 compounds, 0.56% hits. AID 743126, 2013;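 active = inhibition above mean plus 3 SD of compounds lying within the high and low control bounds, cut at about 19% in these data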;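 also: 0% = median of test compound wells and 100% = no enzyme DMSO wells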
ARFGAP1 inhibitor: inhibitors of rat ARFGAP1 GAP activity, primary screen, biochemical, fluorescence polarization, GDP tracer; 360,000 compounds, 0.26% hits; ADP-ribosylation factor GTPase-activating protein 1 (Rattus norvegicus), Q62848; AID 651572, 2012; Arfgap1-stimulated ARF1 GTP hydrolysis, GDP FP detection; inhibition, % at 16.5 µM;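 active = inhibition above a per-plate limit, mean inhibition of low control wells plus 3 SD, cut at about 25% in these data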;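 also: 0% = DMSO wells with enzyme and 100% = wells lacking Arfgap1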
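System: truncated rat Arfgap1 GAP domain / Medium: HEPES-based buffer, pH 7.5 / Also added: N-terminally truncated human ARF1-GTP substrate / Incubation: enzyme reaction 120 min at 25 °C after 20 min preincubation / Measured by: FP of antibody-bound GDP Alexa 633 tracer, ex 620/em 688 nm / Replicates: singlicate, each compound tested once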
DDE Tn6 FP inh: inhibitors of Tn6 peptide binding to fibrin DD(E), primary screen, biochemical, fluorescence polarization, human fibrin, Tn6 probe; Fibrinogen beta chain (Homo sapiens), P02675; Fibrin DD(E) TRITC-Tn6 fluorescence polarization displacement; inhibition, % at 8.3 µM; 370,000 compounds, 0.21% hits; AID 720509, 2013;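 active = inhibition above a per-campaign cutoff: mean of compounds within control limits plus 3 SD, cut at about 15% in these data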;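 also: 0% = median of all compound wells on the plate and 100% = blocking peptide control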
GC-A act: GC-A stimulated cGMP production enhancers – HEK293 GC-A cells, cGMP TR-FRET, EC30 ANP, primary screen. 370,000 compounds, 0.14% hits. Atrial natriuretic peptide receptor 1 (Homo sapiens), P16066. 0% at EC30 ANP, 100% saturating ANP. AID 1671463, 2021. activation, % at 10 µM; in the data active = activation above about 40%
Target sequence (P16066 whole entry, looked up): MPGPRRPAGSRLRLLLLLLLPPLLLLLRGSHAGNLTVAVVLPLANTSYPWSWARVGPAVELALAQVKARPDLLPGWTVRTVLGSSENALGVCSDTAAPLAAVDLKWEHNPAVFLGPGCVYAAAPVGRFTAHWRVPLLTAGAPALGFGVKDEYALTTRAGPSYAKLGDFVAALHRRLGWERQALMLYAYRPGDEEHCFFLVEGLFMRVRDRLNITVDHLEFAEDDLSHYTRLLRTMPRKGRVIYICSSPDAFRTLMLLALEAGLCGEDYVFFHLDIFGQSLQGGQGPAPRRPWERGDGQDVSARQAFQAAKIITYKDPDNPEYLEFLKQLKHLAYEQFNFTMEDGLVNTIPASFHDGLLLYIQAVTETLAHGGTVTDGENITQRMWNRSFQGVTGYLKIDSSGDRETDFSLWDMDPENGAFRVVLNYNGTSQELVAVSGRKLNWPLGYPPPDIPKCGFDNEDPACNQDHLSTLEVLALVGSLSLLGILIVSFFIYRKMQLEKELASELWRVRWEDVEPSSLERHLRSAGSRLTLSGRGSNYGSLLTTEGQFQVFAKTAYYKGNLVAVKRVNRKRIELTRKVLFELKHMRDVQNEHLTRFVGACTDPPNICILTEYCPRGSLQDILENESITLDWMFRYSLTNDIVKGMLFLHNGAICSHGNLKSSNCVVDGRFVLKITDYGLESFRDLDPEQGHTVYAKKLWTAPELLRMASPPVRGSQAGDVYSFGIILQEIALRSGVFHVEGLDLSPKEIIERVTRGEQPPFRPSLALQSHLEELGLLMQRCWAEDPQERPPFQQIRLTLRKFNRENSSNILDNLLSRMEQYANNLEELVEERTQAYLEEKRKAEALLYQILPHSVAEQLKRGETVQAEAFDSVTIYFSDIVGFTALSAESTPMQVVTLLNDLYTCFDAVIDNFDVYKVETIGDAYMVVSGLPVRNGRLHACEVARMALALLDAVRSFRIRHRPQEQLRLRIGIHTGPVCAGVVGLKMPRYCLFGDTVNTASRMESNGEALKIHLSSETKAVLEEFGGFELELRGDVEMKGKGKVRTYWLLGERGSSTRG
FXN GAA850 act: FXN promoter activators, primary screen, cell-based, luciferase luminescence, HEK293 lucGAA850; activation, % at 6 µM; 360,000 compounds, 0.56% hits; HEK293 lucGAA850 FXN promoter luciferase reporter, 24 h; percent of 10 µM SAHA response;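 active = activation above the average of all compounds screened plus 3 SD, cutoff fixed separately per campaign, cut at about 7.5% in these data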;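 also: 0% = DMSO wells and 100% = 10 µM SAHA wells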
rCAG RNA binder: binders of r(CAG) RNA repeats, primary screen, biochemical, fluorescence; r(CAG) RNA repeat, TO-PRO-1 dye displacement fluorescence; inhibition, % at 3 µM; 370,000 compounds, 1.3% hits;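 active = inhibition above the plate cutoff, the mean of all test compounds on that plate plus 3 SD, cut at about 35% in these data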;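 also: 0% = DMSO alone and 100% = 100 µM mitoxantrone as full dye displacement; higher means more dye released from RNA so lower well fluorescence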
KLK7 zymogen act: proKLK7 zymogen activators, primary screen, biochemical, fluorescence intensity; activation, % at 7 µM; purified proKLK7, EDANS-DABCYL substrate fluorescence; 100% is mature enzyme control, 0% vehicle; 370,000 compounds, 0.9% hits; AID 652039, 2013; Kallikrein-7 (Homo sapiens), P49862;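 active = activation above the mean of all tested compounds plus 3 SD, computed per campaign excluding outliers beyond control limits, cut at about 13% in these data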
ADAM10 inh: human ADAM10 inhibitors, primary screen, biochemical, QFRET, HTS; inhibition, % at 7 µM; recombinant ADAM10, EDANS/DABCYL FRET peptide cleavage, 3 h; 370,000 compounds, 0.62% hits; Disintegrin and metalloproteinase domain-containing protein 10 (Homo sapiens), O14672;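 active = inhibition above a per-campaign cutoff equal to the mean of compounds falling between control-based bounds plus 3 SD, cut at about 20% in these data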;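 also: 0% = DMSO wells while the 100% control is not disclosed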
ASAP1 GAP inh: inhibitors of human ASAP1 ArfGAP activity, primary screen, biochemical, fluorescence polarization. 360,000 compounds, 0.19% hits. inhibition, % at 16.5 µM. ASAP1-stimulated ARF1 GTP hydrolysis, GDP FP detection; in the data active = inhibition above about 25%;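 also: 0% = vehicle with enzyme and substrate and 100% = no enzyme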
NPR2 activator: human GC-B receptor activators, primary screen, HEK293 GC-B cells, cGMP TR-FRET, EC30 CNP; Atrial natriuretic peptide receptor 2 (Homo sapiens), P20594; 0% at EC30 CNP, 100% saturating CNP; activation, % at 10 µM; 370,000 compounds, 0.11% hits; AID 1920062, 2024;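 active = activation at 10 µM reaching about 35% in either raw or pattern-adjusted values, limit read from the data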
An asterisk follows results filed as active.

Results for CCC(=O)Nc1ccc(NC(=O)c2ccco2)c(OC)c1 ?
sPLA2-III inh: 2; ARFGAP1 inhibitor: 2; DDE Tn6 FP inh: 0; GC-A act: 2; FXN GAA850 act: 3.6; rCAG RNA binder: -3; KLK7 zymogen act: 1.1; ADAM10 inh: -6; ASAP1 GAP inh: 2; NPR2 activator: -1

How did O=C(NCCSc1c[nH]c2ccccc12)C1CC1 do in these assays?
sPLA2-III inh: 5; ARFGAP1 inhibitor: 1; DDE Tn6 FP inh: 5; GC-A act: -2; FXN GAA850 act: -0.6; rCAG RNA binder: 1; KLK7 zymogen act: -0.1; ADAM10 inh: -15; ASAP1 GAP inh: 4; NPR2 activator: 7

How did Cc1ccc(C2(C)NC(=O)N(CC(=O)NC(=O)NC(C)C)C2=O)cc1 (stereo not given) do in these assays?
sPLA2-III inh: 3; ARFGAP1 inhibitor: 30*; DDE Tn6 FP inh: -9; GC-A act: -1; FXN GAA850 act: 2.8; rCAG RNA binder: -5; KLK7 zymogen act: -0.3; ADAM10 inh: -3; ASAP1 GAP inh: -12; NPR2 activator: -2

How did NC(=O)c1sc2nc(-c3cccnc3)ccc2c1N do in these assays?
sPLA2-III inh: -2; ARFGAP1 inhibitor: 2; DDE Tn6 FP inh: 0; GC-A act: 3; FXN GAA850 act: 1.5; rCAG RNA binder: 2; KLK7 zymogen act: 0.2; ADAM10 inh: 0; ASAP1 GAP inh: 4; NPR2 activator: 2

Results for COc1ccc(-n2cnc3sccc3c2=O)cc1 ?
sPLA2-III inh: 0; ARFGAP1 inhibitor: 3; DDE Tn6 FP inh: -6; GC-A act: 2; FXN GAA850 act: 3.8; rCAG RNA binder: 4; KLK7 zymogen act: 0.5; ADAM10 inh: 6; ASAP1 GAP inh: 2; NPR2 activator: -1

How did CCNC(=S)N/N=C/c1cccc(/C=N/NC(=S)NCC)c1 do in these assays?
sPLA2-III inh: 8; ARFGAP1 inhibitor: 5; DDE Tn6 FP inh: -4; GC-A act: 25; FXN GAA850 act: 2.1; rCAG RNA binder: -1; KLK7 zymogen act: 0.1; ADAM10 inh: -3; ASAP1 GAP inh: -12; NPR2 activator: 30

How did Cc1c(CC(=O)N[C@@H](C)C(=O)O)c(=O)oc2c(C)c3occ(-c4ccccc4)c3cc12 do in these assays?
sPLA2-III inh: -1; ARFGAP1 inhibitor: 5; DDE Tn6 FP inh: -6; GC-A act: -1; FXN GAA850 act: 0.6; rCAG RNA binder: 38*; KLK7 zymogen act: 0.1; ADAM10 inh: -123; ASAP1 GAP inh: 11; NPR2 activator: -6

What do the screens show for `CCN(CC)C(=O)C1=C(C)N(Cc2ccccc2)C(=O)C(CC(=O)NC2CCCC2)C1` (stereo not given)?
sPLA2-III inh: 7; ARFGAP1 inhibitor: -2; DDE Tn6 FP inh: -6; GC-A act: 0; FXN GAA850 act: -0.3; rCAG RNA binder: 0; KLK7 zymogen act: -0.1; ADAM10 inh: -8; ASAP1 GAP inh: -7; NPR2 activator: 0

Results for COc1ccc(C2c3sc(=O)[nH]c3SCC2C(N)=O)cc1 (stereo not given) ?
sPLA2-III inh: 2; ARFGAP1 inhibitor: -1; DDE Tn6 FP inh: 3; GC-A act: 5; FXN GAA850 act: 0.6; rCAG RNA binder: 1; KLK7 zymogen act: -0.1; ADAM10 inh: 2; ASAP1 GAP inh: 5; NPR2 activator: 8

Results for CC(C)=CCC[C@H](C)C[C@@H]1CC2=C(C(=O)OC(C)(C)O2)[C@H](c2ccc(F)cc2)O1 ?
sPLA2-III inh: -3; ARFGAP1 inhibitor: 2; DDE Tn6 FP inh: 3; GC-A act: -1; rCAG RNA binder: 0; KLK7 zymogen act: 0.9; ADAM10 inh: -7; ASAP1 GAP inh: -5; NPR2 activator: 8

Results for O=C(COC(=O)c1cc([N+](=O)[O-])ccc1Cl)NCCc1ccccc1 ?
sPLA2-III inh: -1; ARFGAP1 inhibitor: 1; DDE Tn6 FP inh: 1; GC-A act: -1; FXN GAA850 act: 0.2; rCAG RNA binder: 3; KLK7 zymogen act: -0.3; ADAM10 inh: -13; ASAP1 GAP inh: -12; NPR2 activator: 1

What do the screens show for `O=C(OCCN(C1=NS(=O)(=O)c2ccccc21)c1ccccc1Cl)c1ccc(Cl)cc1`?
sPLA2-III inh: 0; ARFGAP1 inhibitor: -7; DDE Tn6 FP inh: 4; GC-A act: -12; FXN GAA850 act: -0.2; rCAG RNA binder: 6; KLK7 zymogen act: -2.0; ADAM10 inh: 5; ASAP1 GAP inh: 6; NPR2 activator: -13

What do the screens show for `CCCNC(=O)C1CCN(S(=O)(=O)c2cccc3nonc23)CC1`?
sPLA2-III inh: 2; ARFGAP1 inhibitor: -6; DDE Tn6 FP inh: 1; GC-A act: 1; FXN GAA850 act: 2.5; rCAG RNA binder: -1; KLK7 zymogen act: 0.1; ADAM10 inh: 2; ASAP1 GAP inh: -8; NPR2 activator: 1

What do the screens show for `CC(C)c1[nH]nc2c1C(c1cccs1)C(C#N)=C(N)O2` (stereo not given)?
sPLA2-III inh: 5; ARFGAP1 inhibitor: 4; DDE Tn6 FP inh: -1; GC-A act: 6; FXN GAA850 act: -0.9; rCAG RNA binder: 4; KLK7 zymogen act: -0.3; ADAM10 inh: 10; ASAP1 GAP inh: -2; NPR2 activator: 2

What do the screens show for `CCOC(=O)c1c(C)[nH]c(C(=O)COC(=O)CCC2CCCC2)c1C`?
sPLA2-III inh: 11; ARFGAP1 inhibitor: 12; DDE Tn6 FP inh: 1; GC-A act: -3; FXN GAA850 act: 1.4; rCAG RNA binder: 5; KLK7 zymogen act: -0.4; ADAM10 inh: -5; ASAP1 GAP inh: -1; NPR2 activator: 4

How did COc1cc([N+](=O)[O-])ccc1NC(=O)Cn1ccsc1=N do in these assays?
sPLA2-III inh: 12; ARFGAP1 inhibitor: 3; DDE Tn6 FP inh: 4; GC-A act: 1; FXN GAA850 act: 1.2; rCAG RNA binder: 4; KLK7 zymogen act: -0.1; ADAM10 inh: -6; ASAP1 GAP inh: -2; NPR2 activator: -6

Results for O=C(Cc1c(F)cccc1Cl)NNC(=O)c1cccs1 ?
sPLA2-III inh: -2; ARFGAP1 inhibitor: 8; DDE Tn6 FP inh: 4; GC-A act: -2; FXN GAA850 act: -1.1; rCAG RNA binder: -2; KLK7 zymogen act: 0.0; ADAM10 inh: -12; ASAP1 GAP inh: -6; NPR2 activator: -2

Results for CNC(=O)N1c2ccccc2NC(=O)CC1C (stereo not given) ?
sPLA2-III inh: 4; ARFGAP1 inhibitor: 12; DDE Tn6 FP inh: -1; GC-A act: 3; FXN GAA850 act: -1.8; rCAG RNA binder: -1; KLK7 zymogen act: -0.1; ADAM10 inh: -5; ASAP1 GAP inh: 0; NPR2 activator: 0

Results for Cc1cc(C)n2nc(C(=O)Nc3ccc(N4CCOCC4)cc3)nc2n1 ?
sPLA2-III inh: -1; ARFGAP1 inhibitor: -9; DDE Tn6 FP inh: -2; GC-A act: -2; FXN GAA850 act: 0.8; rCAG RNA binder: -2; KLK7 zymogen act: -0.2; ADAM10 inh: 0; ASAP1 GAP inh: 0; NPR2 activator: -3

What do the screens show for `COc1ccc([C@@H]2CC(=O)[C@@H]3CN(S(=O)(=O)c4ccc(C)cc4)[C@H](c4cccc(Cl)c4)C[C@@H]3N2S(=O)(=O)c2ccccc2)cc1`?
sPLA2-III inh: -12; ARFGAP1 inhibitor: 11; DDE Tn6 FP inh: 3; GC-A act: -1; rCAG RNA binder: 16; KLK7 zymogen act: 0.1; ADAM10 inh: 6; ASAP1 GAP inh: -14; NPR2 activator: 2

How did Cc1ccc(NC(=O)C(c2ccc(Cl)cc2Cl)N2CCCC2)cc1 (stereo not given) do in these assays?
sPLA2-III inh: 9; ARFGAP1 inhibitor: 13; DDE Tn6 FP inh: -2; GC-A act: -1; FXN GAA850 act: -1.8; rCAG RNA binder: 1; KLK7 zymogen act: 0.1; ADAM10 inh: -3; ASAP1 GAP inh: -10; NPR2 activator: 2

What do the screens show for `C=CC[C@@H](CC(=O)N(CCO)Cc1ccccc1)C(=O)N[C@@H](COC(=O)[C@@H](CC=C)CC(=O)OC(C)(C)C)Cc1c[nH]c2ccccc12`?
sPLA2-III inh: -59; ARFGAP1 inhibitor: -3; DDE Tn6 FP inh: -4; GC-A act: -6; FXN GAA850 act: -12; rCAG RNA binder: 1; KLK7 zymogen act: 0.4; ADAM10 inh: 45*; ASAP1 GAP inh: 3; NPR2 activator: -7

What do the screens show for `COc1cc2cc(CN(Cc3ccc4c(c3)OCO4)C(=O)c3ccco3)c(=O)[nH]c2cc1OC`?
sPLA2-III inh: 3; ARFGAP1 inhibitor: 0; DDE Tn6 FP inh: -1; GC-A act: 3; FXN GAA850 act: 0.7; rCAG RNA binder: 9; KLK7 zymogen act: 3.2; ADAM10 inh: -207; ASAP1 GAP inh: 5; NPR2 activator: -2

Results for COc1ccc(Cl)cc1C(=O)n1nc(C)cc1C ?
sPLA2-III inh: 3; ARFGAP1 inhibitor: 4; DDE Tn6 FP inh: 4; GC-A act: -1; FXN GAA850 act: 2.5; rCAG RNA binder: 0; KLK7 zymogen act: -0.1; ADAM10 inh: 7; ASAP1 GAP inh: 9; NPR2 activator: 4

Results for CCOC(=O)[C@]12CCCC3=C1N(CCC3)C(=O)[C@@H](CC(=O)NCCCCc1ccccc1)C2 ?
sPLA2-III inh: -7; DDE Tn6 FP inh: 1; GC-A act: 5; rCAG RNA binder: 1; KLK7 zymogen act: 0.8; ADAM10 inh: 2; NPR2 activator: -3

Results for Cc1ccccc1-c1cc2nc(NCCN3CCNC3=O)n(C)c(=O)c2s1 ?
sPLA2-III inh: 7; ARFGAP1 inhibitor: -7; DDE Tn6 FP inh: 2; GC-A act: 0; FXN GAA850 act: 0.7; rCAG RNA binder: 2; KLK7 zymogen act: 0.1; ADAM10 inh: -27; ASAP1 GAP inh: -7; NPR2 activator: -5

Fetched by structure from above:
What do the screens show for `COc1cc2cc(CN(Cc3ccc4c(c3)OCO4)C(=O)c3ccco3)c(=O)[nH]c2cc1OC`?
sPLA2-III inh: 3; ARFGAP1 inhibitor: 0; DDE Tn6 FP inh: -1; GC-A act: 3; FXN GAA850 act: 0.7; rCAG RNA binder: 9; KLK7 zymogen act: 3.2; ADAM10 inh: -207; ASAP1 GAP inh: 5; NPR2 activator: -2

Results for CCOC(=O)[C@]12CCCC3=C1N(CCC3)C(=O)[C@@H](CC(=O)NCCCCc1ccccc1)C2 ?
sPLA2-III inh: -7; DDE Tn6 FP inh: 1; GC-A act: 5; rCAG RNA binder: 1; KLK7 zymogen act: 0.8; ADAM10 inh: 2; NPR2 activator: -3
